Compound activity deposited in PubChem BioAssay by National Center for Advancing Translational Sciences (NCATS).
HT1080NT lethal: qHTS for induction of synthetic lethality in tumor cells producing 2HG: qHTS for the HT-1080-NT fibrosarcoma cell line; HT-1080-NT fibrosarcoma viability, CellTiter-Glo ATP luminescence, 48 h; Potency, µM (top dose mostly 46.1 µM), for the others: top-dose activity, negative = less viability, most hits filed as cytotoxic; 1.6% of 360,000 active; AID 686970, 2013;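 note: NT is the 2HG producing partner of a matched IDH1 knockdown line; 0% = DMSO-treated cells and -100% = media-only wells without cells; nearly all actives have a fitted effect of over 55% in size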
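Viability of the 2HG-overproducing fibrosarcoma line after 48 hours of compound exposure at 37 degrees C was determined by luminescence with CellTiter-Glo, and concentration-effect curves were then fitted and categorized.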
KB-V1 cytotox: qHTS assay for MDR1-selective chemotherapeutics: Primary screen using the drug-selected MDR subline cells KB-V1. KB-V1 MDR cells viability, CellTiter-Glo, 72 h. Potency, µM (series often up to 46.1 µM), inactives show at the highest dose activity change, negative = cytotoxicity, hits mostly cytotoxic. 3.4% of 400,000 active. AID 1347076, 2019; note: % is set by controls: 0 for no effect and ±100 for the full control effect; nearly all actives have a fitted effect of over 60% in size
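KB-V1, DMEM (no phenol red) + 10% FBS; cpd pin-transferred, titration series; 72 h, 37 degrees C; CellTiter-Glo, luminescence. Data normalized, curve-fit.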
TDP-43 yeast inh: qHTS of TDP-43 Inhibitors | TDP-43 expressing yeast growth rescue, BacTiter-Glo, 24 h | Potency, µM (highest dose often 46.1 µM), inactives show top-dose growth rescue (activation), usual class: activators | 1.8% of 410,000 active | AID 652104, 2013; note: % of control where 0% means no effect; nearly all actives have a fitted effect of over 50% in size
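Yeast cells expressing TDP-43 under galactose induction are exposed to compounds for 24 hr at 30 deg C. BacTiter-Glo luminescence measures growth, so protective compounds score as activators.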
SW480 rereplic: A quantitative high throughput screen for small molecules that induce DNA re-replication in SW480 colon adenocarcinoma cells | SW480 DNA re-replication, Hoechst DNA content imaging, 48 h | Potency, µM (doses to about 46.1 µM), without a hit: at the top dose re-replication activation, most hits filed as activators | 1.8% of 340,000 active; note: % of control where 0% means no effect; nearly all actives have a fitted effect of over 55% in size
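Treated cells incubate 48 hr (37 C, 5% CO2), are stained 40 min with Hoechst, and nuclear fluorescence is enumerated; a rise in nuclei with high DNA signal marks re-replication.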
GLP-1R inv ag: qHTS of GLP-1 Receptor Inverse Agonists (Inhibition Mode). Glucagon-like peptide 1 receptor (Homo sapiens), P43220. HEK293 GLP-1R CRE-luciferase, luminescence, 24 h; GLP-1R form is constitutively active. Potency, µM (series often up to 38.3 µM), for inactives: top-dose activity change, negative = inhibition, actives largely listed as inhibitors. 1.6% of 410,000 active. AID 624417, 2012; note: % is set by controls: 0 for no effect and ±100 for the full control effect; nearly all actives have a fitted effect of over 55% in size
Target sequence (P43220 whole entry, looked up): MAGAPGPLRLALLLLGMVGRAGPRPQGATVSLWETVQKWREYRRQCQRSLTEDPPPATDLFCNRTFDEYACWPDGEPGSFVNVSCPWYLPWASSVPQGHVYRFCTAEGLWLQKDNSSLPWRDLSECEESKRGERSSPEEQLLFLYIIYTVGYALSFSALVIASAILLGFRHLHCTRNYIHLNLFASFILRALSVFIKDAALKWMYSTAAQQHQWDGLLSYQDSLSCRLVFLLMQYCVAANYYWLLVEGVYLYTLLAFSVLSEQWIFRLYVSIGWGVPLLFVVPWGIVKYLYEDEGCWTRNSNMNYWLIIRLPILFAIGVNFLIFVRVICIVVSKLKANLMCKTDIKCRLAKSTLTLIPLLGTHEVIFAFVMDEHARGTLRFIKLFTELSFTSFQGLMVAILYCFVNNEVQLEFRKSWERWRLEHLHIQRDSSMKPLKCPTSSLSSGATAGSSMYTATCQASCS
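Readout was luciferase luminescence, measured 12 min after detection reagent at room temperature. Beforehand, GLP-1R reporter HEK293 cells had sat 12 h, then received compounds for 24 hr at 37 deg C.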
KB-3-1 cytotox: qHTS assay for MDR1-selective chemotherapeutics: Primary screen using the parental adenocarcinoma cell KB-3-1; KB-3-1 viability, CellTiter-Glo ATP luminescence, 72 h; Potency, µM (top dose mostly 46.1 µM), for inactives: at the top dose activity change, negative = cytotoxic, most hits filed as cytotoxic; 1.4% of 400,000 active; note: % is set by controls: 0 for no effect and ±100 for the full control effect; nearly all actives have a fitted effect of over 60% in size
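Here the drug-naive KB-3-1 line serves as comparator for MDR sub-line selectivity; cells received compound titrations, 72 h at 37 °C, then CellTiter-Glo readout.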
GLP1R ag: qHTS of GLP-1 Receptor Agonists | Glucagon-like peptide 1 receptor (Homo sapiens), P43220 | HEK293 GLP-1R CRE-luciferase, luminescence, 4-6 h; cells express a hypersensitive GLP-1R form | Potency, µM (doses to about 45.6 µM), for the others: at the highest dose activation, usual class: activators | 0.007% of 380,000 active; note: % of control where 0% means no effect
HT1080 IDH1KD tx: qHTS for induction of synthetic lethality in tumor cells producing 2HG: qHTS for the HT-1080-IDH1KD cell line. HT-1080 IDH1 knockdown viability, ATP luminescence, 48 h. Potency, µM (series often up to 46.1 µM), inactives show at the top dose activity, negative = toxicity, most hits filed as cytotoxic. 2% of 360,000 active;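 note: 0% = DMSO wells and -100% = cell-free medium wells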
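Viability of IDH1-knockdown HT-1080 fibrosarcoma cells was assessed by CellTiter-Glo after 48 h at 37 °C with titrated compound; concentration-effect curves were classified by fit quality and response size.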
GLP1R cytotox: qHTS of GLP-1 Receptor Inverse Agonists: Cytotox Screen; Potency, µM (top dose mostly 38.3 µM), for the others: at the top dose activity change, negative = inhibition, most hits filed as inhibitors; 0.13% of 410,000 active; HEK293 cAMP-luciferase reporter cells, luminescence, 24 h; AID 624418, 2012;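 note: loss of luciferase light is scored as toxicity; % is set by controls: 0 for no effect and ±100 for the full control effect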
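Compound-treated cells are incubated 24 hr at 37 deg C under 5% CO2 after a 12 hour attachment period, then luciferase detection reagent is added and luminescence is measured following 12 min at room temperature; lowered signal indicates toxicity.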
Starred values were filed as active, the others as inactive; ? = inconclusive; · = not tested or not shown; & = joins results of further samples; [ ] = dose if it differs, or a comment. Calls come from the whole dose curve; as a rule, active = well fitted curve in the direction sought with a large enough effect; inconclusive = small, poorly fitted or top-dose-only effect, or another doubt; inactive = no such curve, though single readings can be large; an effect the other way counts as inactive or inconclusive. Potency is the fitted concentration of half-maximal effect. Not a hit list. About 9.4% of those tested had a hit in this group.

SMILES	HT1080NT lethal	KB-V1 cytotox	TDP-43 yeast inh	SW480 rereplic	GLP-1R inv ag	KB-3-1 cytotox	GLP1R ag	HT1080 IDH1KD tx	GLP1R cytotox
CCOC(=O)c1cnc2c(ccc3ccccc32)c1Nc1ccc(OC)c(OC)c1	·	?	15%	·	?	7.3µM*	·	·	?
Nc1c(Cl)cc(S(N)(=O)=O)cc1S(N)(=O)=O	0%	?	-5%	0%	-2%	-5%	6%	0%	-39%
COc1ccc(/C=N/NC(=O)CN(C)C(=O)OCc2ccccc2)cc1OC	-11%	-28%	8%	0%	88%[activator]	-1%	21%	-13%	-14%
CCN(CC)S(=O)(=O)c1ccc(C)c(NC(=O)Cc2ccc(S(=O)(=O)N3CCOCC3)s2)c1	-9%	-23%	-32%[inhibitor]	14%	?	-3%	4%	-21%	8%
Cn1c(=O)c2c(nc(N3CCOCC3)n2Cc2cccc(Br)c2)n(C)c1=O	·	?	0%	·	-1%	-17%	·	·	-9%
Cc1nc(CC(=O)NNS(=O)(=O)c2ccc(F)c(Cl)c2)cs1	12%	-2%	3%	-2%	8%	8%	-1%	10%	7%
O=C1CCCN1c1ccc(S(=O)(=O)Oc2ccc(Cl)cc2)cc1[N+](=O)[O-]	-15%	?	15%	-4%	?	?	6%	-15%	-21%
CCOc1nc(-c2ccccc2)ccc1-c1noc(COC)n1	-6%	23µM*	?	?	-19%	-30%	9%	-26%	11%
NS(=O)(=O)c1ccc(NC(=O)Nc2cccc(Cl)c2)cc1	-17%	0%	-12%	-5%	?	?	-1%	?	-14%
CCOC(=O)CCNC(=O)N1CCN(S(=O)(=O)c2ccc3c(ccn3C)c2)CC1	·	-5%	10%	·	15%	-6%	-4%	·	5%
CCOC(=O)C1(Cc2ccc(Cl)cc2)CCN(C(=O)CCc2cnccn2)CC1	5%	?	18%	5%	-4%	?	6%	11%	6%
O=C(CSCc1ccc(Cl)cc1)N/N=C/c1ccco1	0%	?	-15%[0.397 µM]	-12%	0%	-2%	26%	12%	-5%
COc1ccc(OCC(=O)Nc2ccccc2C(=O)NC2CC2)cc1	-2%	-2%	0%	-20%	9%	-5%	-6%	1%	2%
C=CCn1c(COc2cccc(C)c2)nnc1SC(C)C(=O)NC1CC1 (stereo not given)	5%	0%	12%	-9%	-18%	6%	3%	9%	1%
O=C(CSc1nc(-c2ccccc2)nc2c1Cc1ccccc1O2)N1CCCCC1	·	3%	21%	·	-1%	12%	·	·	8%
Nc1nc2cc3c(cc2cc1C(=O)NCc1ccc(F)cc1)OCO3	?	-15%	8%	·	-17%	7.3µM*	1%	?	33%[activator]
COc1ccc(/C=N/NC(=O)c2ccncc2)c(OC)c1	-1%	5%	13%	-62%	-2%	0%	6%	14%	7%
FC(F)(F)c1cc(-c2cccs2)nc(-n2cc(Br)cn2)n1	1%	-13%	?	-13%	?	16%	1%	-1%	-7%
O=C(CSCc1c(F)cccc1Cl)NNC(=S)NC1CCCCC1	0%	·	-34%[inhibitor]	1%	-9%	·	8%	-3%	14%
CCOCCc1nn2c(=O)cc(COC(=O)c3ccccc3NC(=O)c3ccc(C)cc3)nc2s1	·	-1%	25%	·	14%	7%	·	·	4%
O=C(/C=C/c1ccccc1)NCc1cccnc1	?	9%	-20%	-15%	3%	0%	9%	20%	-5%
COc1ccc(NC(=S)NCCC(c2ccccc2)c2ccccc2)c(OC)c1	-20%	?	?	-6%[9.22 µM]	?	?	-4%	22µM*	11%
Cc1ccc(NC(=O)COC(=O)C2C3CC4OC(=O)C2C4C3)cc1 (stereo not given)	24%	?	-10%	-7%	15%	0%	12%	13%	-5%
Nc1ccc2oc(-c3cc(Br)ccc3Cl)nc2c1	4%	?	7%	-2%	62%[activator]	0%	12%	?	70%[activator]
COc1cc(Br)c(C(C)NC(=O)c2ccc(C)cc2)cc1OC (stereo not given)	1%	?	-19%	5%	-3%	-2%	-1%	2%	-12%

More structures follow:
SMILES	HT1080NT lethal	KB-V1 cytotox	TDP-43 yeast inh	SW480 rereplic	GLP-1R inv ag	KB-3-1 cytotox	GLP1R ag	HT1080 IDH1KD tx	GLP1R cytotox
COc1ccc(NC(=S)N2CCN(C(=O)C3CCCO3)CC2)cc1 (stereo not given)	0%	19%	22%	3%	14%	20%	-3%	0%	-5%
CC(C)(C)[C@H]1C=C(C(=O)Nc2ccccc2)O[C@@H](OCc2ccc(CO)cc2)C1	-1%	2%	25%	5%	?	-3%	16%	-16%	11%
O=C1CSC(=S)N1Nc1ccccc1	?	-1%	-8%	-5%	?	-2%	3%	5.8µM*	?
Cc1cc(C)c(S(=O)(=O)c2ccccc2)c(N(C)C)n1	1%	0%	13%	-5%	?	11%	4%	-2%	8%
Cc1ccc(S(=O)(=O)Cn2nnnc2C(c2ccc(F)cc2)N2CCC(C(N)=O)CC2)cc1 (stereo not given)	-1%	13%	-3%	-1%	?	16%	2%	15%	-13%
O=C(NCCC1=CCCCC1)C1CCN(S(=O)(=O)c2cccc3nonc23)CC1	2%	-6%	14%	2%	3%	-10%	-15%	8%	1%
C#CC(CC)(CC)NC(=O)c1nn(-c2ccccc2Cl)c(C)cc1=O	3%	15%	-15%	-5%	-2%	1%	13%	3%	13%
CCN(CC)S(=O)(=O)c1ccc(C(=O)Nc2nnc(-c3ccco3)o2)cc1	-26%	?	22%	?	-17%	?	-2%	?	-11%
CCc1ccc(NC(=O)c2sc3nc(C)c(Cl)c(C)c3c2N)cc1	·	-8%	2%	·	2%	-18%	-2%	·	5%
CC1=C(C)[N+](=O)C2CCCCC2N1[O-] (stereo not given)	4%	-15%	-15%	3%	0%	?	5%	4%	15%
Cc1c(C(=O)N(Cc2ccc(N(C)C)cc2)C2CCS(=O)(=O)C2)oc2ccccc12 (stereo not given)	15%	?	-5%&15%	-2%	-9%&6%	-2%&21%	19%	-20%	-4%&-6%
COc1ccc(OC)c(NC(=O)N2CCCC(CNS(=O)(=O)c3cccs3)C2)c1 (stereo not given)	0%	?	3%	0%	-10%	-1%	6%	-1%	-2%
COc1ccccc1C1CCN(c2ccc([N+](=O)[O-])cn2)CC1	-22%	?	8%	2%	-1%	3%	20%	-20%	-3%
Cc1cccc(CN2C(=O)N/C(=C/c3ccc(C)s3)C2=O)c1	-27%	15µM*	7%	?	?	23µM*	-9%	?	-5%
Cc1ccc(/C=C2\SC(=S)N(CCCC(=O)Nc3nccs3)C2=O)cc1	3%	-9%	-2%	-5%	-7%	?	-8%	5%	-16%
CCO[C@@H]1OC(C(=O)O)=C[C@H](c2ccc(C(F)(F)F)cc2)[C@H]1CCCO	25%	20%	15%	-6%	9%	25%	-3%	13%	8%
O=C(CN1CCN(c2ccccc2)CC1)N1CCc2ccccc21	4%	7%	1%	18%	-13%	8%	18%	4%	-2%
Cc1ccc(N=C2C(=O)Nc3ccc(C)c(Br)c32)cc1	4%	6%	6%	1%	14%	-1%	-7%	8%	-3%
Cc1cccnc1NC(=O)CSc1nnc(CNC(=O)c2cccc([N+](=O)[O-])c2)n1C	8%	·	19%	0%	-13%	·	-8%	10%	-3%
O=C(CN1CCOc2ccccc21)NCc1ccccc1	4%	?	7%	0%	-7%	-3%	0%	3%	4%
O=C(c1cccs1)N1CCN(Cc2ccccn2)CC1	6%	-4%	21%	3%	-3%	11%	-1%	22%	0%
Cc1ccc(OCC(=O)N(C)CC(=O)Nc2ccccc2Cl)c([N+](=O)[O-])n1	-2%	18µM*	4%	-1%	4%	0%	0%	-23%	-7%
CN(C1CCCCC1)S(=O)(=O)c1ccc(NC(=O)c2ccco2)cc1	-23%	?	?	13%	?	-6%	12%	-4%	3%
CCOc1cccc2cc(C(=O)Oc3ccc(OC)cc3)c(=O)oc12	2%	0%	24%	-1%	22%	7%	-2%	6%	13%
CCCOc1ccc(CCN2CCC(=O)NC2=O)cc1C	3%	1%	-9%	-6%	-5%	-7%	2%	2%	-11%
Cc1ccc(S(=O)(=O)NC(C)c2ccccc2)cc1[N+](=O)[O-] (stereo not given)	3%	-10%	·	12%[1.84 µM]	?	-2%	10%	1%	1%
O=C(CSc1nc(-c2ccccc2)c(-c2ccccc2)o1)Nc1nncs1	-23%	-7%	-4%	5%	?	6%	-4%	-15%	-20%
COc1ccc(-n2c3c(c(=O)[nH]c2=O)C(NC(C)=O)(C(F)(F)F)C(=O)N3)cc1 (stereo not given)	13%	?	19%[9.22 µM]	-4%	12%&17%	-2%&20%	-1%	21%	14%&-4%

2 consecutive records already listed, quoted:
SMILES	HT1080NT lethal	KB-V1 cytotox	TDP-43 yeast inh	SW480 rereplic	GLP-1R inv ag	KB-3-1 cytotox	GLP1R ag	HT1080 IDH1KD tx	GLP1R cytotox
O=C(CN1CCN(c2ccccc2)CC1)N1CCc2ccccc21	4%	7%	1%	18%	-13%	8%	18%	4%	-2%
Cc1ccc(N=C2C(=O)Nc3ccc(C)c(Br)c32)cc1	4%	6%	6%	1%	14%	-1%	-7%	8%	-3%

3 of the compounds above, with two lines to a compound:
Values run as follows: HT1080NT lethal	KB-V1 cytotox	TDP-43 yeast inh	SW480 rereplic	GLP-1R inv ag	KB-3-1 cytotox	GLP1R ag	HT1080 IDH1KD tx	GLP1R cytotox
- CCO[C@@H]1OC(C(=O)O)=C[C@H](c2ccc(C(F)(F)F)cc2)[C@H]1CCCO
→ 25%	20%	15%	-6%	9%	25%	-3%	13%	8%
- O=C(CN1CCN(c2ccccc2)CC1)N1CCc2ccccc21
→ 4%	7%	1%	18%	-13%	8%	18%	4%	-2%
- Cc1ccc(N=C2C(=O)Nc3ccc(C)c(Br)c32)cc1
→ 4%	6%	6%	1%	14%	-1%	-7%	8%	-3%
